AI-2 QS mod: Vibrio harveyi AI-2 quorum sensing modulators, primary screen, JMH597 strain, luminescence/OD600 ratio; Vibrio harveyi JMH597 AI-2 luminescence/OD600 ratio, 9 h; stronger effect = lower value; strain lacks LuxN and CqsS sensors; 0 = neutral-control median; activity change, % at 7.5 µM; 0.4% of 300,000 active; AID 2094, 2009; in the data active = activity change below about -75%, passing the limit was not always enough; inconclusive = no clear call, values can overlap the other calls;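 also: luminescence divided by OD600 gain over 9 h not by final OD600 alone; inactives centre near 13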
DYRK1A inh: rat Dyrk1A kinase inhibitors, primary screen, biochemical, single point, plate reader | Dual specificity tyrosine-phosphorylation-regulated kinase 1A (Rattus norvegicus), Q63470 | ADP-Glo luminescence, NFATc1 peptide | inhibition, % at 12.5 µM | 0.43% of 310,000 active | AID 504441, 2011; in the data active = inhibition above about 50%;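 also: plate controls were vehicle with enzyme for no effect and no enzyme for full effect; many of its hits are not listed in these tables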
HSF-1 act: HSF-1 activators, primary screen, NIH3T3-HGL cells, MG132 stress, luminescence, single point. NIH3T3-HGL HSF-1 luciferase reporter, 8 h; 100% = twice DMSO control signal. activation, % at 9 µM. 1.7% of 300,000 active;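 active = mean replicate activation of at least 50% with a set share of replicates each reaching 50%; inconclusive = only one of those two conditions met; inactive = mean below 50% and too few replicates reaching it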;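 also: 0% = median of the neutral control wells and 100% = twice that signal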
HSP90 refold inh: HSP90 inhibitors, primary screen, cell lysate, luminescence; Heat shock protein HSP 90 (rabbit reticulocyte lysate; luciferase refolding); Rabbit reticulocyte lysate, luciferase refolding luminescence, 3 h; inhibition, % at 5.6 µM; 0.91% of 290,000 active; AID 1789, 2009;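 active = inhibition above the screen-wide mean plus 3 SD, computed separately per campaign, cut at about 16% in these data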;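 also: 0% = DMSO wells and 100% = 60 µM geldanamycin wells; inhibitors lower the luminescence because luciferase stays unfolded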
PolyA inh: polyadenylation inhibitors in yeast reporter cells, primary screen, luminescence, S. cerevisiae; S. cerevisiae SKY197-pL101 polyadenylation reporter, beta-gal luminescence; efflux-impaired pdr1/pdr3 knockout yeast; score 100 = 6 SD above DMSO; calls only at 12 µM; 0.02% of 300,000 active; AID 1875, 2009;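 active = lowest replicate activity score at least 50, where 100 means six control SD above control mean; inconclusive = lowest score under 50 but half or more replicates reach 50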;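 also: yeast exposed to compound for 9 h at 30 °C; higher score means more reporter readthrough which indicates perturbed polyadenylation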
HSF1 inhib: HSF1 inhibitors in luciferase reporter cells, primary screen, cell-based, NIH3T3, luminescence; 0.77% of 300,000 active; activity change, negative = inhibition, % at 7.5 µM (by protocol); NIH3T3-HGL HSE-luciferase, MG132-induced, luminescence 8 h; stronger effect = lower value;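 active = more than half of replicate wells show activity change below -50%, luminescence cut by over half; inconclusive = some wells, but at most half, below -50%; inactive = no replicate well below -50%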;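 also: luciferase reports HSF-1 transcriptional activity via heat shock element; 0% = median of DMSO wells and -100% = zero luminescence signal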
GSK3beta inhib: human GSK3beta kinase inhibitors, primary screen, biochemical, cell-free homogeneous, HTS; 0.038% of 300,000 active; activity score (negative = inhibition), % at 10 µM; GST-GSK3beta kinase, ADP-Glo luminescence, 60 min; stronger effect = lower value;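 active = more than half of replicate wells score below -50%, meaning over 50% inhibition versus plate controls; inconclusive = some replicates but at most half score below -50%; inactive = no replicate scores below -50%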;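 also: 0% = median DMSO wells and -100% = median GW8510 positive control wells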
Target sequence (P49841 whole entry, looked up): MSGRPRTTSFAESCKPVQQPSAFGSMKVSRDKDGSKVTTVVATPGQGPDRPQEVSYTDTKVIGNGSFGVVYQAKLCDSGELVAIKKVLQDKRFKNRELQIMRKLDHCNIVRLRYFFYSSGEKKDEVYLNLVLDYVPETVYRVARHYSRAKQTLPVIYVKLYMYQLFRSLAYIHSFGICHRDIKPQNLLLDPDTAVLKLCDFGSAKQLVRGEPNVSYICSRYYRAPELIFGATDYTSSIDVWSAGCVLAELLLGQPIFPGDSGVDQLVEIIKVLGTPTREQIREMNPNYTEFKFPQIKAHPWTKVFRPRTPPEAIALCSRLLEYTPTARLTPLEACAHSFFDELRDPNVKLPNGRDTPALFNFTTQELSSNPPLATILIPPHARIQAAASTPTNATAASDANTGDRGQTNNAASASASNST
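Test system: GST-fused GSK3beta enzyme, cell-free | Quantity: 1.6 ng GST-GSK3beta enzyme per well | Reagent: 25 µM ATP with peptide substrate | Schedule: 60 min enzyme reaction, room temperature | Signal: Luminescent ADP-Glo measurement of ADP formed | Read-out basis: Score relative to plate controls | Control set: DMSO and 20 µM GW8510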
HDAC3 inhib: HDAC3 deacetylase inhibitors, primary screen, biochemical, fluorescence, cell-free homogeneous; recombinant HDAC3, fluorogenic peptide/trypsin coupled; inhibition, % at 8.3 µM; 0.15% of 320,000 active; AID 2718, 2010; in the data active = inhibition above about 26%, passing the limit was not always enough; inconclusive = no clear call, values can overlap the other calls
GSK3A inh: blockers of GSK3A enzyme activity – biochemical, luminescence, cell-free homogeneous, HTS, primary screen. Glycogen synthase kinase-3 alpha (Homo sapiens), P49840. GSK-3 alpha kinase, ADP-Glo luminescence, 60 min. inhibition, % at 10 µM. 0.1% of 320,000 active;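 in the data active = inhibition above about 50%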;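 also: GST-tagged GSK-3 alpha with peptide substrate and 25 µM ATP; 0% = DMSO neutral wells and 100% = GW8510 positive control wells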
Target sequence (P49840 whole entry, looked up): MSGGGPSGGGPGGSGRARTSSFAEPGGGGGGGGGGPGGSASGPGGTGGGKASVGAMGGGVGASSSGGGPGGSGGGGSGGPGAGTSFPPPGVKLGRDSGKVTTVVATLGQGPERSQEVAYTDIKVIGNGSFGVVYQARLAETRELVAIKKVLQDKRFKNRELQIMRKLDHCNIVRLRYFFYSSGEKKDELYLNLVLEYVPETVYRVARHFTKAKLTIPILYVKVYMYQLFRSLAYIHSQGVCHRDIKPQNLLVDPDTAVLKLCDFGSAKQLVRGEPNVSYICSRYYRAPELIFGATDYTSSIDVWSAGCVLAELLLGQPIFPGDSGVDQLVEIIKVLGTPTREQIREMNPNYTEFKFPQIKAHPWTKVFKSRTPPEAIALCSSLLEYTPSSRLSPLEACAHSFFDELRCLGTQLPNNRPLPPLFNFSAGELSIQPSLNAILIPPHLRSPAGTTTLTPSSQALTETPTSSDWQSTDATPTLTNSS
Platelet DG rel: inhibitors of platelet dense granule secretion, primary screen, cell-based, MLPCN, human platelets; inhibition, %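 (compounds screened at 7.5 µM in platelet-rich plasma)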; 0.22% of 300,000 active; human platelet-rich plasma, SFLLRN dense granule ATP release, luminescence;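 active = mean replicate score, as percent of positive control, at or above 50; inconclusive = mean below 50 but at least one replicate at or above 50; inactive = mean and every replicate below 50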
An asterisk follows results filed as active; i = inactive; ? = inconclusive; / = not tested or not shown. These rows are one share of the data; rates above refer to the full screens.

Order of values: HSP90 refold inh	GSK3A inh	PolyA inh	Platelet DG rel	HSF1 inhib	HDAC3 inhib	GSK3beta inhib	AI-2 QS mod	HSF-1 act	DYRK1A inh
Cc1cc(OCc2cc(C(=O)N(C)C3CCOCC3)no2)cc(C)c1Cl
    -7	0	i	-26	21	4	0	12	31	1
CCc1ccccc1NC(=S)N(CCN1CCCCCC1)Cc1ccco1
    -2	0	i	-1	-8	3	-6	5	-13	/
CN1CCCN(c2ncnc3scc(-c4ccc(F)cc4)c23)CC1
    -3	/	i	1	-13	-2	-1	-5	1	2
CCOc1ccc2[nH]c(=O)c(CN(Cc3ccccc3OC)C(=O)c3ccccc3)cc2c1
    5	-2	i	-2	9	0	4	30	18	2
Cc1onc2c(=O)n(-c3ccccc3)nc(-c3ccccc3)c12
    2	-1	i	-17	-3	-1	2	6	-1	9
CC(=O)[C@@H]1[C@@H](C(=O)c2ccc(F)cc2)[C@]2(C(=O)Nc3ccccc32)[C@H]2C=Cc3cc(F)ccc3N12
    2	-1	i	4	12	4	-6	-6	19	-3
CC(=O)Nc1ccc(N/C(C)=C/C(=O)c2cccnc2)cc1
    -1	-3	i	13	-2	1	-4	19	-6	-1
CC1Sc2ccc(S(=O)(=O)CCC(=O)N(C)Cc3ccco3)cc2NC1=O (stereo not drawn)
    4	/	i	1	-1	-1	1	6	3	/
CN(C)c1ccc(C(O)Cc2nc3ccccc3n2C)cc1 (stereo not drawn)
    46*	2	i	1	-46	-7	-1	1	-52	-2
CCn1cc(Br)c(C(=O)Nc2ccc(C(=O)OC(C)C)cc2)n1
    1	-1	i	11	12	-3	-1	48	16	-3
CCCC(CCC(=O)Nc1nccs1)C(=O)O (stereo not drawn)
    -3	-2	i	1	7	-2	0	17	53*	0
O=C(NNC(=O)C1CC=CCC1)c1cccc(Br)c1 (stereo not drawn)
    /	4	i	/	/	-1	1	3	/	-3
COc1ccc(N(C(=O)C(C)C)S(=O)(=O)c2ccc3c(c2)n(C)c(=O)n3C)cc1
    -2	0	i	-2	-3	7	-7	27	8	-1
COc1cc(OC)cc(C(=O)OCn2nnc3ccccc3c2=O)c1
    -4	-1	i	-1	-14	4	1	17	-30	-7
CCN(c1cccc(C)c1)S(=O)(=O)c1ccc(-n2cccn2)cc1
    -1	-1	i	-1	-3	-5	0	13	-2	/
O=C(CN1CCN(Cc2ccccc2)CC1)NCCNc1ccc([N+](=O)[O-])cn1
    0	6	i	5	1	5	-23	27	12	5
O=C(NCCCn1ccnc1)/C(=C/c1ccccc1)NC(=O)c1ccccc1
    -1	0	i	-18	-1	0	-7	22	-7	-5
CCc1ccc(N(CC(=O)NCc2ccc3c(c2)OCO3)C(=O)c2csnn2)cc1
    -3	-5	i	-1	2	0	/	/	22	-4
CCS(=O)(=O)c1nc(S(=O)(=O)c2ccc(C)cc2)c(N2CCCC2)s1
    -1	0	i	-1	4	5	1	-1	8	11
O=C(CN(Cc1ccccc1Cl)C(=O)CCC(=O)Nc1nccs1)NCC1CCCO1 (stereo not drawn)
    -2	-1	i	0	-5	-1	-6	16	5	-7
N#Cc1ccc(-c2ccc(OCC(O)CN3CCOCC3)cc2)cc1 (stereo not drawn)
    -3	-1	i	-11	-10	-27	-4	26	3	5
CCCCNC(=O)NC1(C(F)(F)F)Oc2ccccc2O1
    -4	-1	i	0	-3	-6	3	-2	12	6
CCN(CC)Cc1ccc(NC(=O)c2sc3cc(Cl)ccc3c2Cl)cc1
    -3	0	i	3	3	-5	2	9	-4	18
N#Cc1ccccc1S(=O)(=O)c1ccccc1C(=O)Nc1ccccc1
    -1	-1	i	3	0	-1	2	23	14	-3
COc1ccc2cc(S(=O)(=O)NC3CC(C)(C)NC(C)(C)C3)ccc2c1
    -5	-2	i	-8	1	-2	7	13	4	3
Cn1c(=O)[nH]c(=O)c2c1nc(SCC(O)CO)n2Cc1ccccc1Cl (stereo not drawn)
    -4	1	i	8	-3	-1	2	5	-5	8
Cc1noc(C)c1COC(=O)COc1ccc(C#N)cc1
    4	-1	i	-3	-3	-3	-1	20	6	-3
O=C(Nc1ccccc1)Nc1nnc(COc2ccccc2F)s1
    -3	0	i	1	-1	-5	1	6	-1	-2
COc1ccc(NC(=O)CN(C)C(=O)CCC(=O)c2ccc(C)cc2)cc1
    /	-3	i	14	-1	-5	1	5	1	-3
Cc1cc(S(=O)(=O)N2CCOCC2)ccc1OCC(=O)Nc1ccc(F)c(Cl)c1
    1	-1	i	9	1	-1	4	4	22	-3
CC12CN(NC(=O)c3ccccc3F)C3(C#N)CC1CCC23C (stereo not drawn)
    2	-1	i	-4	-2	5	1	-3	-2	4
C/C(=N\NC(=O)c1nnn(-c2nonc2N)c1-c1ccc2c(c1)OCO2)c1ccc(F)cc1
    1	-2	i	3	1	-4	2	17	12	1
O=C(COC(=O)COc1ccc2ccccc2c1)NC1CCCc2ccccc21 (stereo not drawn)
    -2	4	i	3	-14	3	-1	17	-15	4
COc1ccc(CC(=O)NCc2nnc(SCC(=O)Nc3nccs3)n2C)cc1
    2	-2	i	-14	/	-3	1	12	/	-3
Cc1cc(C)nc(SCCN2CCCCC2)n1
    /	-2	i	5	-7	1	-1	18	7	-1
Cc1cc(NC(=O)C2CCCN2C(=O)Nc2cccc(Cl)c2)ccc1-n1cnnn1 (stereo not drawn)
    -1	0	i	8	-1	0	2	9	-7	-1
CC(=O)N=c1sc2c3ccccc3ccc2n1C
    -2	-1	i	5	/	2	-2	-2	/	12
CC(=O)Nc1ccc(S(=O)(=O)Nc2cc([N+](=O)[O-])ccc2C)cc1
    -3	-1	i	1	7	-5	2	10	-2	-2
O=C(O)c1ccccc1N/C=C\[N+](=O)[O-]
    3	-3	i	5	4	4	1	32	5	-1
COc1cc(C2CC(=O)NC3=C2C(=O)CC(C)(C)C3)cc(OC)c1O (stereo not drawn)
    -3	-2	i	-44	-10	-1	0	19	-5	-13
O=C(CNc1cccc(S(=O)(=O)N2CCOCC2)c1)Nc1ccc(C(F)(F)F)cc1
    /	-1	i	-2	4	4	3	36	-4	15
N#CCN1C(=O)C(=O)N(Cc2cccc(Cl)c2)C1=O
    8	-2	i	6	2	-1	2	4	-6	7
O=C(CSc1cccc[n+]1[O-])Nc1cc(S(=O)(=O)N2CCOCC2)ccc1N1CCOCC1
    1	-2	i	1	-1	6	1	3	1	-5
O=[N+]([O-])c1ccc(CNc2ccc(Cl)cc2)s1
    1	1	i	-7	8	8	-1	9	6	/
O=C1CCC(C(=O)N2CCN(c3ccccc3)CC2)CN1CC1CCCCC1 (stereo not drawn)
    0	-3	i	4	6	7	3	23	2	-3
Cc1cc(C)n2c(SCc3ccccc3Cl)nnc2n1
    -4	3	i	-8	19	6	-1	7	20	5
COc1cccc(C(=O)N2CCC(N3CC(C)OC(C)C3)CC2)c1 (stereo not drawn)
    -2	2	i	0	-1	2	0	3	10	-2
CCCCN(C)CCNC(=O)CN1C(=O)CSc2ccc(S(=O)(=O)N3CCCCC3)cc21
    -1	3	i	-28	-4	0	-1	2	4	/
COc1cc(CNc2ccc3[nH]c(=O)[nH]c3c2)cc(Br)c1OCC(=O)NC(C)(C)C
    1	-6	i	7	6	1	2	30	-4	0
Cc1cc(/C=C(\C#N)C(=O)NCc2cccs2)c(C)[nH]1
    -1	1	i	-4	19	6	2	7	33	0

Going on with the list.
Order of values: HSP90 refold inh	GSK3A inh	PolyA inh	Platelet DG rel	HSF1 inhib	HDAC3 inhib	GSK3beta inhib	AI-2 QS mod	HSF-1 act	DYRK1A inh
Cc1c(C(C)O)nnn1-c1nonc1N (stereo not drawn)
    2	4	i	4	-7	-5	0	4	0	11
c1cc(-c2ccncc2)ccn1
    2	0	i	16	-7	-13	3	11	-16	5
CCOc1ccc2nc(N3CCCC(C(=O)NCCCN4CC(C)CC(C)C4)C3)sc2c1 (stereo not drawn)
    -1	2	i	5	4	4	-1	8	13	-4
CC1=CC=CC2=NC(=O)CC(C)(C(=O)N(CC(=O)NC3CCCC3)Cc3ccc(Cl)cc3)N12 (stereo not drawn)
    3	0	i	-3	5	-50	2	-2	16	12
CCNC(=O)N1CCCC(C(=O)c2ccc3cc(OC)ccc3c2)C1 (stereo not drawn)
    -3	-1	i	6	7	-39	1	15	31	6
COc1ccc(F)cc1S(=O)(=O)Nc1cc2c3c(c1)CC(=O)N3CCC2
    /	-2	i	20	9	4	2	22	4	0
O=C(N/N=C/c1sc(=O)n(Cc2ccc(Br)cc2)c1Cl)c1ccco1
    -2	-2	i	-2	-5	-4	3	19	3	-2
CC(C)Oc1ccc(C(CCNCc2ccc(O)cc2)c2ccccc2)cc1 (stereo not drawn)
    6	0	i	6	-1	-1	-1	2	-3	11
O=C(Nc1ccccc1C(F)(F)F)C1CCN(C(=O)c2cccs2)CC1
    -4	-4	i	12	6	-5	/	/	-6	2
O=C(Nc1ccccc1N1CCOCC1)c1ccc(OCc2cscn2)cc1
    3	-1	i	4	-7	3	0	18	6	-5
Cc1ccc(N2C(=O)c3oc4ccccc4c(=O)c3C2c2cccc(O)c2)nc1 (stereo not drawn)
    2	0	i	-12	-3	6	0	9	6	-3
O=C(NCCN1CCN(C(=O)NC2CCCCC2)CC1)NC1CCCCC1
    1	-3	i	3	8	-8	0	30	5	1
CCCN1CCC(NC(=S)Nc2cccc(Cl)c2Cl)CC1
    0	2	i	0	-4	1	-3	40	1	-7
CCC(C)N(C(=O)Cn1nc(C)c([N+](=O)[O-])c1C)C1CCS(=O)(=O)C1 (stereo not drawn)
    /	-2	i	-3	-5	0	-1	2	-1	-9
CN1CCN(S(=O)(=O)c2cccc(C(=O)Nc3cc(C(F)(F)F)ccc3N3CCCCC3)c2)CC1
    /	-4	i	-1	-1	?	1	1	2	9
Cc1ccc2c(C)c(C(=O)NCc3ccc(S(N)(=O)=O)cc3)oc2c1C
    -1	-3	i	19	-2	-2	3	14	-3	-5
CC1Cc2cc(/C(O)=C3/C(=O)C(=O)N(Cc4ccco4)C3c3cccs3)ccc2O1 (stereo not drawn)
    36*	-7	i	1	-42	5	5	14	-45	-4

Screening results (PubChem BioAssay)
